Source: PubChem
PAFAH1B2 inh: PAFAH1B2 enzyme inhibitors, primary screen, biochemical, fluorescence polarization, human; recombinant PAFAH1B2, FP-rhodamine activity probe; inhibition, % at 3.39 µM; 1.2% of 340,000 active; AID 492953, 2010;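 active = inhibition above the mean of all tested compounds plus 3 SD, cut at about 24% in these data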;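 also: 0% = enzyme with DMSO and 100% = wells lacking PAFAH1B2; many of its hits are not listed in these tables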
Target sequence (P68402 whole entry, looked up): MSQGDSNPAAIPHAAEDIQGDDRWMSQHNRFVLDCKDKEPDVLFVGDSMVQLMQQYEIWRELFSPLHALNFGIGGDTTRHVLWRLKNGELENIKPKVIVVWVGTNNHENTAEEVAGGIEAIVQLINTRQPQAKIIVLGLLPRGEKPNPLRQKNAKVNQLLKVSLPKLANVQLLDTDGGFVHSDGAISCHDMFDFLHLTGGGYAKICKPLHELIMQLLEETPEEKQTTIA
MCL1-BIM inh: inhibitors of MCL1 binding to BIM-BH3, primary screen, biochemical, fluorescence polarization | GST-MCL1 / FITC-Bim-BH3 fluorescence polarization | AID 2057, 2009 | 0.68% of 320,000 active | inhibition, % at 10.9 µM | Induced myeloid leukemia cell differentiation protein Mcl-1 (Homo sapiens), Q07820;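 active = inhibition above the mean inhibition of all tested compounds plus 3 SD, set per campaign, cut at about 40% in these data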;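 also: 0% = DMSO wells and 100% = unlabeled Bim-BH3 peptide control; higher means more loss of mP so more displacement of Bim peptide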
GLD-1 TGE inh: GLD-1/TGE RNA complex disruptors, primary screen, biochemical, fluorescence polarization. inhibition, % at 5.96 µM. Female germline-specific tumor suppressor gld-1 (Caenorhabditis elegans), Q17339. 0.44% of 320,000 active. purified GLD-1 + fluorescein TGE RNA;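 active = percent inhibition above a per-plate cutoff, the plate mean of test compounds plus 3 SD, cut at about 30% in these data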;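 also: 0% = DMSO wells with GLD-1 and probe and 100% = wells lacking GLD-1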
Fam108B inh: mouse Fam108B serine hydrolase inhibitors, primary screen, counter-screen for RBBP9 inhibitor project, biochemical, fluorescence polarization; recombinant Fam108B, FP-Rh probe fluorescence polarization; AID 1947, 2009; inhibition, % at 9.51 µM; 0.33% of 300,000 active;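 active = inhibition above the screen mean inhibition plus 3 SD, computed separately per campaign, cut at about 18% in these data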;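 also: inhibitors lower polarization as less probe binds the enzyme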
PME-1 primary: PME-1 inhibitors via competitive probe labeling, primary screen, biochemical, fluorescence polarization, FP-Rh probe, HTS | Protein phosphatase methylesterase 1 (Homo sapiens), Q9Y570 | recombinant PME-1 | inhibition, % at 5.9 µM | 0.53% of 320,000 active | AID 2130, 2009;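 active = inhibition above the campaign mean of all compounds plus 3 SD, cut at about 26% in these data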;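 also: competitive labeling of PME-1 active site by serine hydrolase directed probe; 0% = PME-1 with DMSO and 100% = wells lacking PME-1 enzyme; inhibitors block probe labeling so polarization falls and inhibition rises; many of its hits are not listed in these tables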
AHR act: AHR activators, primary screen, cell-based, luminescence, luciferase reporter, human. AHR-responsive luciferase reporter cells. 2.5% of 320,000 active. activation, % at 5 µM. Aryl hydrocarbon receptor (Homo sapiens), P35869. AID 2796, 2010; in the data active = activation above about 47%;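 also: 0% = vehicle wells and 100% = reference agonist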
Target sequence (P35869 whole entry, looked up): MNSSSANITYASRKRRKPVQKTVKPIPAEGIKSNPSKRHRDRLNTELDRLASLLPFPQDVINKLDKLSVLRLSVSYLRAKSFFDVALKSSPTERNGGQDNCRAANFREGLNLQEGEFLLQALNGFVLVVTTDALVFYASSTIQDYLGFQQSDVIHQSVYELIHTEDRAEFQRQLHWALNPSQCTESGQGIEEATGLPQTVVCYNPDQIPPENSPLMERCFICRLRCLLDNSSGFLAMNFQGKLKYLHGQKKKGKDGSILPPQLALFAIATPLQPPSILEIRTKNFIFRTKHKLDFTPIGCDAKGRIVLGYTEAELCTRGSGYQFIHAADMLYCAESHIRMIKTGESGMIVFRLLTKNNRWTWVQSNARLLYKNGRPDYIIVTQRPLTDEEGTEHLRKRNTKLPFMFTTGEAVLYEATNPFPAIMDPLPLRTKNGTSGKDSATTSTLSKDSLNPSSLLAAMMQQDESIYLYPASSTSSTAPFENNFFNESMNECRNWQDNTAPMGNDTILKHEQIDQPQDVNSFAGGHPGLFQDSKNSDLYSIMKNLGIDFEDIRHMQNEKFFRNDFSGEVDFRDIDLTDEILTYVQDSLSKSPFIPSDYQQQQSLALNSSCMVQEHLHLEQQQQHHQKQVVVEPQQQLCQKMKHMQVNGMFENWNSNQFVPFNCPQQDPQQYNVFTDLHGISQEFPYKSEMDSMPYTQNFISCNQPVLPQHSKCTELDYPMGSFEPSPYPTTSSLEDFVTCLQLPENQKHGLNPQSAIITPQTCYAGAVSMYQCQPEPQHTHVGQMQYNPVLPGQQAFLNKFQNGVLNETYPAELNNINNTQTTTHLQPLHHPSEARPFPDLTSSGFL
Bcl-xL primary: inhibitors of human Bcl-xL, primary screen, biochemical, fluorescence polarization, HTS; GST-Bcl-xL / FITC-Bim BH3 peptide fluorescence polarization; Bcl-2-like protein 1 (Homo sapiens), Q07817; 0.7% of 320,000 active; inhibition, % at 10.9 µM;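 active = inhibition above the mean of all tested compounds plus 3 SD, cutoff set per campaign, cut at about 30% in these data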;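 also: 0% = DMSO wells and 100% = unlabeled Bim-BH3 peptide competitor; inhibitors lower millipolarization by displacing the labeled peptide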
MEX-5 binding: MEX-5 zinc finger RNA-binding disruptors – biochemical, C. elegans, fluorescence polarization, MLPCN library, primary screen | Zinc finger protein mex-5 (Caenorhabditis elegans), Q9XUB2 | MEX-5/FITC-TCR2 RNA binding; hits give low values | activity score (negative = inhibition of binding), % at 10 µM | 0.38% of 300,000 active | AID 1832, 2009;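 active = inhibition past about -25% in most replicates, and total fluorescence under double the plate's negative control median, limit read from the data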;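 also: 0% = DMSO and -100% = 5 µM competing unlabeled TCR2 RNA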
pPAFAH FP inh: pPAFAH enzyme inhibitors, primary screen, biochemical, fluorescence polarization, human. 1.5% of 330,000 active. recombinant pPAFAH, FP-rhodamine probe fluorescence polarization. inhibition, % at 3.39 µM. Platelet-activating factor acetylhydrolase (Homo sapiens), Q13093;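 active = inhibition above the mean inhibition across the screen plus 3 SD, cut at about 25% in these data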;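 also: inhibitors block binding of the rhodamine activity-based probe so polarization drops; 0% = enzyme with DMSO and 100% = wells lacking pPAFAH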
* marks the source's active call; other numbers are inactive results; / = no result given; + = active, no number; & = joins results of further samples. An excerpt; the hit share may differ from the screen's.

SMILES	PAFAH1B2 inh	MCL1-BIM inh	GLD-1 TGE inh	Fam108B inh	PME-1 primary	AHR act	Bcl-xL primary	MEX-5 binding	pPAFAH FP inh
CC(=O)Oc1ccccc1C(=O)OCCN=C1NS(=O)(=O)c2ccccc21	2.1	-2.7	-1.6	2.9	7.4	-1.4	-0.2	0.1	0.3
CCOc1ccc(N(CC(=O)OC)S(=O)(=O)c2ccc3c(c2)n(C)c(=O)c(=O)n3C)cc1	-1.5	3.9	-8.6	-0.5	1.6	-0.2	6.4	-1.2	0.2
S=c1[nH]nc(Cc2ccc(Cl)cc2)o1	11.1	-21.2	2.8	-0.3	-1.3	0.5	-26.5	1.2	1.2
CN(C(=O)COC(=O)c1ccccc1OCc1ccc(F)cc1)C1CCS(=O)(=O)C1 (configuration not stated)	3.9	2.0	-1.1	/	2.9	1.6	2.2	/	-0.2
COc1ccccc1CNC(=O)C1CCCN(S(=O)(=O)c2cccc3cccnc23)C1 (configuration not stated)	-7.3	11.0	5.9	0.7	9.9	3.3	4.0	0.0	8.4
CCOC(=O)Nc1ccc2c(c1)N(C(=O)OCCN(C)C)c1ccccc1CC2	2.4&-0.9	1.3&3.9	1.4&4.8	0.0&-0.4	1.0&-0.1	16.3&2.4	6.4&2.7	-0.1&-1.5	4.9&1.6
Cc1cc(F)ccc1NC(=O)c1cc(S(=O)(=O)N2CCc3ccccc32)cn1C	0.4	-3.7	3.6	-3.2	-2.9	-0.1	-2.6	0.2	-1.1
CC(C)c1nnc(NC(=O)c2cc3ccccc3o2)s1	7.5	-3.7	-0.6	0.5	-9.8	0.7	2.0	0.7	7.2
Cc1cc(SC(C)C(=O)O)nc2ccccc12 (configuration not stated)	2.6	-2.9	7.3	-0.7	-0.2	2.4	-1.8	-2.2	-2.0
CCSc1nnc(-c2ccccc2N)c(=O)[nH]1	7.0	3.7	7.8	4.8	-0.6	11.2	3.9	-1.3	2.2
COCc1cc(CN2CCCC(C(=O)Nc3ccc(-c4ccco4)cc3)C2)ccc1OC (configuration not stated)	1.9	-1.3	-5.5	-8.0	-5.5	-3.7	4.6	-4.4	4.0
O=C(O)CC1SC(=Nc2ccccc2)N(c2ccccc2)C1=O (configuration not stated)	4.9	-5.0	-0.2	2.8	7.5	1.0	0.6	0.4	6.0
Cc1cc(F)ccc1S(=O)(=O)Nc1c(C)n(C)n(-c2ccccc2)c1=O	6.8	-3.1	-1.4	0.6	2.2	0.7	-0.8	1.6	2.9
O=C(c1cccc(S(=O)(=O)N2CCCC2)c1)N1CCN(c2ccccc2)CC1	3.3	0.1	-1.7	0.6	2.0	-0.7	-0.6	-1.2	5.2
COc1ccccc1CNC(=O)[C@H](CCSC)NC(=O)[C@@H]1Cc2ccccc2CN1	-3.4	7.4	-5.8	0.0	-1.2	0.6	3.4	3.6	7.5
O=C(NCCCn1ccnc1)c1ccc(Cl)c(S(=O)(=O)N2CCOCC2)c1	1.1	2.0	2.2	1.8	-5.2	7.6	3.9	2.6	-3.2
Cc1ccc(CN2CCC(c3nc4ccc(Cl)cc4[nH]3)CC2)cc1	-4.1	5.3	-1.9	-3.9	8.9	1.6	4.5	1.4	2.2
COc1ccc(OC)c(S(=O)(=O)N2CCC(C(=O)Nc3cccc(C(F)(F)F)c3)CC2)c1	-1.2	-7.5	4.5	0.2	-6.0	9.1	3.1	-2.1	-3.7
Cc1ccc(NC(=O)COc2ccc(/C=C3/NC(=O)NC3=O)cc2)cc1	0.2	-3.8	-6.0	-21.1	-17.6	8.6	-2.1	-0.9	0.7
c1ccc(-c2cnnc3ccccc23)cc1	10.5	3.7	8.8	-2.0	2.9	5.4	-2.2	-0.7	3.7
CCn1c(C)c(C(C)=O)c(N2CCN(c3cccc(Cl)c3)CC2)nc1=S	1.2	13.7	4.9	-2.2	8.1	-0.7	7.3	-5.8	2.1
Fc1ccc(-c2nnn(Cc3nc4ccccc4s3)n2)cc1	4.5	4.4	-0.1	5.7	-1.6	6.0	2.5	0.6	0.9
Cc1nc(OCC(C)C)c2sc3nc4c(cc3c2n1)COC(C)(C)C4	/	0.8	1.9	-1.8	-3.0	2.3	1.0	-1.8	-0.2
COC(=O)C1=COC(C)C2CN3CCc4c([nH]c5cc(OC)c(OC)cc45)C3CC12 (configuration not stated)	5.7	96.2*	53.1*	-0.2	-0.5	4.3	92.1*	-35.4*	10.3
COc1ccc(-n2c(SCC(=O)Nc3cc(C)on3)nc3c([nH]c4ccccc43)c2=O)cc1	-4.6	4.7	1.2	1.1	-2.0	13.6	4.2	2.5	-2.3

Rewritten with bars between the fields: three of the compounds above
SMILES | PAFAH1B2 inh | MCL1-BIM inh | GLD-1 TGE inh | Fam108B inh | PME-1 primary | AHR act | Bcl-xL primary | MEX-5 binding | pPAFAH FP inh
Fc1ccc(-c2nnn(Cc3nc4ccccc4s3)n2)cc1 | 4.5 | 4.4 | -0.1 | 5.7 | -1.6 | 6.0 | 2.5 | 0.6 | 0.9
CC(C)c1nnc(NC(=O)c2cc3ccccc3o2)s1 | 7.5 | -3.7 | -0.6 | 0.5 | -9.8 | 0.7 | 2.0 | 0.7 | 7.2
Cc1ccc(NC(=O)COc2ccc(/C=C3/NC(=O)NC3=O)cc2)cc1 | 0.2 | -3.8 | -6.0 | -21.1 | -17.6 | 8.6 | -2.1 | -0.9 | 0.7

Later entries.
SMILES	PAFAH1B2 inh	MCL1-BIM inh	GLD-1 TGE inh	Fam108B inh	PME-1 primary	AHR act	Bcl-xL primary	MEX-5 binding	pPAFAH FP inh
Cc1nnc(SCC(=O)Nc2ccccc2)n1CCc1ccccc1	7.3	-1.0	7.4	-0.2	-1.6	0.1	-2.1	1.6	1.7
Cn1c(SCC(=O)Nc2ccccc2F)nnc1C1CCCCC1	2.6	2.5	-10.9	-1.1	4.9	-2.5	-3.7	1.4	-1.5
COc1ccc(-c2cc(=O)oc3c(C)c(OCc4nn[nH]n4)ccc23)cc1	0.2	1.3	4.4	-3.4	1.9	0.8	2.0	-0.4	-14.2
O=C(Nc1ccc(N2CCCC2)cc1)C(c1ccccc1)c1ccccc1	1.7	0.9	3.1	0.3	0.1	1.5	5.2	1.6	6.9
CCOC(=O)C1CCCN(C(=O)C2c3ccccc3Oc3ccccc32)C1 (configuration not stated)	24.2*	+	188.5*	41.1*	65.9*	0.0	+	-6.6	54.9*
O=C1CNC(=O)N1	-0.8	1.9	-2.1	-5.6	-10.2	4.0	3.0	1.9	-2.0
CN(CC(=O)Nc1ccc(Cl)c(C(F)(F)F)c1)C(=O)COC(=O)C1CC2CCCC(C1)C2=O (configuration not stated)	-1.9	/	0.1	/	/	-0.4	/	/	13.6
O=C(N/N=C/C1CC=CCC1)c1cc(-c2cccnc2)nc2ccccc12 (configuration not stated)	3.3	5.7	4.1	-1.4	4.0	22.6	5.0	1.2	-1.6
Cc1ccc(S(=O)(=O)N2CCN(C(=O)CN3CCOCC3)C2c2ccccc2)cc1 (configuration not stated)	0.7	2.4	2.5	3.6	5.3	-0.4	7.2	-2.6	2.8
COCCOc1cc(NC(=O)c2sccc2Oc2ccc([N+](=O)[O-])cc2F)c(Cl)cc1Cl	2.6	2.8	1.3	1.0	2.4	0.9	2.0	4.5	5.2
COc1ccc(C(=O)ON=C2CCN(c3ccc([N+](=O)[O-])cc3)CC2)cc1	6.8	-13.1	-2.6	-0.9	6.4	-2.2	-3.0	0.0	4.8
CCOC(=O)C1(Cc2ccc(OC)cc2)CCN(C(=O)CCn2ccc(C)n2)CC1	1.8	6.5	2.6	4.3	0.6	-4.5	2.2	1.6	0.8
Cc1ccc(C(=O)N2CCN(c3ncnc4c(C)csc34)CC2)cc1	3.0	-1.4	3.3	4.4	-5.7	-3.6	6.4	0.8	1.3
O=C(O)/C=C/c1ccc2c(c1)OCCO2	-0.4	1.6	8.3	0.6	2.5	-1.6	3.5	4.5	9.0
O=C1CN(C(=O)NCC(=O)N[C@@H](C(=O)O)c2ccccc2)c2ccccc2N1	0.0	7.3	2.1	-1.5	-3.1	2.6	1.3	-1.0	-0.3
O=C(CN(C(=O)c1csnn1)c1ccccc1C(F)(F)F)NCc1ccccc1	3.2	20.0	2.4	-0.9	-2.2	-2.2	3.9	-1.4	2.8
CCOc1ccc(C2Nc3ccccc3NC3=C2C(=O)CC(C)(C)C3)cc1OC (configuration not stated)	-0.2	-3.9	3.4	0.5	-0.7	2.5	1.4	-0.1	1.5
CNS(=O)(=O)c1cccc(C(=O)OCC(=O)Nc2ccccc2OC(F)F)c1	-3.9	7.8	0.2	2.6	1.6	3.8	3.7	0.1	0.4
COC(=O)c1[nH]c2ccccc2c1NS(=O)(=O)c1ccc(F)c(C)c1	11.6	8.0	5.8	-4.6	2.1	6.6	5.9	-0.6	-0.8
Cc1cc(=O)oc2cc(OCC(=O)N3CCN(C(=O)C4COc5ccccc5O4)CC3)ccc12 (configuration not stated)	0.4	-7.1	-0.9	1.0	1.6	-2.0	4.6	2.1	-2.5
COc1ccccc1CNC(=O)C(=O)Nc1ccc(C(=O)N2CCC(C)CC2)cc1	5.7	-0.7	7.3	0.9	-1.3	-0.2	-0.9	-0.7	1.1
O=C(Cn1c(=O)[nH]c2ccccc2c1=O)N1CCN(Cc2ccc3c(c2)OCO3)CC1	1.7	6.5	1.1	5.7	-4.0	-1.1	3.7	-0.3	0.5
Oc1ccccc1C(=S)N1CCN(c2cccc(Cl)c2)CC1	3.2	2.4	0.5	0.5	-0.5	1.7	5.2	-0.4	-4.5
COc1ccc(/C=N/NC(=O)CCn2nnc3ccccc32)cc1	3.3	-9.5	-1.6	-2.6	-4.1	2.4	-5.4	1.9	-1.4
COc1ccccc1NC(=O)CSc1nc(C)c2c(c1C#N)CCCC2	2.1	9.2	5.3	-3.6	1.3	0.3	6.4	0.7	2.1

Further compounds:
SMILES	PAFAH1B2 inh	MCL1-BIM inh	GLD-1 TGE inh	Fam108B inh	PME-1 primary	AHR act	Bcl-xL primary	MEX-5 binding	pPAFAH FP inh
Cc1cc(C)c(C2=CC(c3ccccc3)n3ncnc3N2)cc1C (configuration not stated)	/	-0.9	8.6	-0.8	-1.1	13.3	5.1	-1.4	9.7
COc1ccc(CSCC(=O)Nc2ccccc2SC)cc1	4.3	-12.5	6.7	3.7	1.5	1.5	-6.6	0.2	0.5
O=C(Cn1c(=O)n(-c2ccccc2)c(=O)n1CC(=O)N1CCCCC1)N1CCCCC1	-2.6	-0.9	-0.2	1.5	6.2	2.7	-0.9	0.2	-2.6
COc1cccc(-c2nnn(CCc3nn[nH]n3)n2)c1	5.4	7.0	-27.1	-1.4	-0.8	1.6	2.5	-3.3	2.8
O=C1CC(NCc2ccncc2)C(=O)N1c1ccccc1 (configuration not stated)	2.3	-1.8	-1.8	-0.6	3.3	3.5	4.8	0.4	2.3
N/C(Cc1cccc2ccccc12)=N\OC(=O)c1ccc2c(c1)OCO2	-0.6	2.3	-2.6	0.0	2.9	8.2	5.1	-1.1	4.1
